# High-throughput results: PubChem BioAssay, Broad Institute
# IDH1 mut inh: inhibitors of human IDH1 R132H. O75874. inhibition, % at 10 µM. IDH1 R132H reductase, diaphorase/resazurin fluorescence, 60 min. 70,000 tested, 0.18% active; in the data active means inhibition above about 34%;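 further: 0% = DMSO and 100% = no enzyme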
# EZH2 inh: inhibitors of human EZH2/PRC2 methyltransferase. inhibition, % at 12.5 µM. PRC2 H3K27 methylation, DELFIA TRF, 1 h. 57,000 tested, 0.35% active. Q15910;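 active means mean inhibition of replicates at least 50% and every single replicate also reaching 50%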;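 further: dimethyl H3K27 on biotinylated H3 21-44 peptide detected by antibody; plate controls were median neutral control wells for no effect and median positive control wells for full effect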
# Target sequence (Q15910 whole entry, looked up): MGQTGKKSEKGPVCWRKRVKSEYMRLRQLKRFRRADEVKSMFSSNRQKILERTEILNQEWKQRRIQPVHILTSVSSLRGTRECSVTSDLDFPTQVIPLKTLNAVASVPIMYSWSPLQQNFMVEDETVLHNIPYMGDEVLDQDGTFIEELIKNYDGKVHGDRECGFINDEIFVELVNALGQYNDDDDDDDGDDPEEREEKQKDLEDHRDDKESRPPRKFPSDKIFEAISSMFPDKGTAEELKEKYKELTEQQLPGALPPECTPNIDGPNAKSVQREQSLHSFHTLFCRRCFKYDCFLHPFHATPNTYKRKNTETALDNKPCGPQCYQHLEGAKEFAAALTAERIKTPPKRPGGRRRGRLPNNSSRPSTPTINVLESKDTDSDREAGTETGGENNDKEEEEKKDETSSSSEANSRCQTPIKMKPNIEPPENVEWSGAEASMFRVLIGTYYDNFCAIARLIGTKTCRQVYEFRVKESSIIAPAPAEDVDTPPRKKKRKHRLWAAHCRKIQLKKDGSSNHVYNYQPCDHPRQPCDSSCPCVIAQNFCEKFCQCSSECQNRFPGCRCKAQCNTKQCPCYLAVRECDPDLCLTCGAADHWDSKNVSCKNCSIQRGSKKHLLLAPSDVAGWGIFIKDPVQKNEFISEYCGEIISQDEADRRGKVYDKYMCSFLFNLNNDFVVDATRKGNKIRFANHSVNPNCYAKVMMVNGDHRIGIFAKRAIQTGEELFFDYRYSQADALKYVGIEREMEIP
# An asterisk follows results filed as active; . = not tested or not shown; & = joins results of further samples.
# Each structure is followed by: IDH1 mut inh, EZH2 inh
O=C(C[C@H]1C=C[C@H](NC(=O)C2CCOCC2)[C@H](CO)O1)NCc1ccncc1
→ 0.2, 3.9
C[C@H](CO)N1C[C@H](C)[C@H](CN(C)C(=O)Nc2cccc3ccccc23)Oc2ccc(NC(=O)C3CC3)cc2C1=O
→ -3.5, .
C[C@H](CO)N1C[C@H](C)[C@@H](CN(C)C(=O)c2ccccn2)Oc2cc(C3=CCCC3)ccc2S1(=O)=O
→ 1.0, -19.8
C[C@@H]1CCCCO[C@@H](CN(C)C(=O)c2ccncc2)[C@@H](C)CN([C@H](C)CO)C(=O)c2cc(NC(=O)Cc3ccccc3)ccc2O1
→ 1.6, .
CCCNC(=O)N(C)C[C@@H]1Oc2ncc(Br)cc2C(=O)N([C@H](C)CO)C[C@H]1C
→ 0.0, 3.8
Cc1ccc(CN(C)C[C@@H]2OCc3cnnn3CCCC(=O)N([C@@H](C)CO)C[C@@H]2C)cc1
→ 0.0, -1.6
C[C@@H]1CN([C@@H](C)CO)C(=O)c2cc(NC(=O)c3ccncc3)ccc2O[C@@H](C)CCCCO[C@H]1CN(C)C(=O)CCC(F)(F)F
→ 1.4, .
O=C1c2cccc3cccc(c23)C(=O)N1CC1CCN(CC(O)COc2c(F)cc(Br)cc2F)CC1 (stereo unspecified)
→ -0.4, -6.6
C[C@H](CO)N1C[C@H](C)[C@@H](CN(C)Cc2ccc3c(c2)OCO3)Oc2ccc(NC(=O)Nc3ccc(C(F)(F)F)cc3)cc2CC1=O
→ -0.9, .
C[C@@H]1CN([C@H](C)CO)C(=O)c2cc(NC(=O)CCCCCC(=O)Nc3ccccc3N)ccc2O[C@@H]1CN(C)S(=O)(=O)c1cn(C)cn1
→ -0.2, -0.1
CCC(=O)Nc1ccc2c(c1)OC[C@@H](C)N(Cc1nccs1)C[C@@H](C)[C@@H](OC)CN(C)C2=O
→ 0.7, 7.0
COc1cccc(CC(CC(=O)O)C(=O)O)c1 (stereo unspecified)
→ -0.6, -16.8
COCC(=O)N(C)C[C@H]1Oc2ncc(C#C[C@H](C)O)cc2C(=O)N([C@@H](C)CO)C[C@@H]1C
→ -0.2, -6.3
C[C@H](CO)N1C[C@H](C)[C@@H](CN(C)Cc2ccc(C(F)(F)F)cc2)Oc2c(NS(=O)(=O)c3ccc(F)cc3)cccc2C1=O
→ 0.3, -11.0
Cc1cc(=O)[nH]c(SCC(=O)N2CCc3ccccc3C2)n1
→ -0.2, 4.6
CCCNC(=O)Nc1ccc2c(c1)OC[C@H](C)N(C(=O)C1CCCCC1)C[C@@H](C)[C@H](OC)CN(C)C2=O
→ 0.2, 0.5
O=C(O)CCCCCC(=O)N/N=C/c1nccs1
→ 1.1, 22.5
C[C@H]1CN([C@@H](C)CO)C(=O)c2cc(NC(=O)Nc3ccc4c(c3)OCO4)ccc2O[C@@H]1CN(C)S(=O)(=O)c1ccc(F)cc1
→ 1.5, .
Cc1noc(C)c1S(=O)(=O)Nc1ccc2c(c1)C(=O)N([C@@H](C)CO)C[C@H](C)[C@@H](CN(C)Cc1ccncc1)OCCCC[C@@H](C)O2
→ 13.3, .
C[C@H]1CN([C@@H](C)CO)S(=O)(=O)c2ccc(-c3ccccc3)cc2O[C@@H]1CN(C)C(=O)Nc1ccccc1F
→ -0.1, -7.8
C[C@H](CO)N1C[C@H](C)[C@@H](CN(C)C(=O)Nc2ccc(F)cc2)Oc2ccc(NC(=O)C3CCCCC3)cc2CC1=O
→ 3.3, 6.2
CO[C@@H]1CN(C)C(=O)c2ccc(NS(=O)(=O)c3ccc(F)cc3)cc2OC[C@H](C)NC[C@H]1C
→ 0.3, -1.7
C[C@H]1CN([C@@H](C)CO)C(=O)c2cccc(NC(=O)Nc3cccc4ccccc34)c2O[C@H]1CN(C)Cc1ccc(C(=O)Nc2ccccc2N)cc1
→ 0.4, -1.2
CCCNC(=O)N(C)C[C@@H]1Oc2cc(Br)ccc2S(=O)(=O)N([C@@H](C)CO)C[C@H]1C
→ 1.5, 1.6&-1.6
Cc1noc(C)c1S(=O)(=O)N(C)C[C@@H]1Oc2ccc(NC(=O)C3CC3)cc2CC(=O)N([C@H](C)CO)C[C@H]1C
→ 2.1, .
O=C(C[C@@H]1C[C@@H]2c3cc(NC(=O)CC4CC4)ccc3O[C@@H]2[C@@H](CO)O1)NCc1ccc(Cl)cc1
→ -0.2, 7.1
CC(C(=O)Nc1ccc(F)c(F)c1)N(c1ccc(Cl)cc1)S(C)(=O)=O (stereo unspecified)
→ 3.0, 5.5
Cc1cccc(NC(=O)CSc2nc3ccccc3c(=O)n2C)c1C
→ -0.3, 17.2
O=C(C[C@H]1CC[C@@H](NC(=O)c2ccc3c(c2)OCO3)[C@H](CO)O1)NCc1ccc(Oc2ccccc2)cc1
→ 0.0, 4.6
CC(C)CC#Cc1cnc2c(c1)C(=O)N([C@H](C)CO)C[C@@H](C)[C@H](CN(C)C(=O)c1cccc(F)c1)O2
→ -2.2, -6.6

# No new results follow: an excerpt of the list.
# Each structure is followed by: IDH1 mut inh, EZH2 inh
O=C(C[C@@H]1C[C@@H]2c3cc(NC(=O)CC4CC4)ccc3O[C@@H]2[C@@H](CO)O1)NCc1ccc(Cl)cc1
→ -0.2, 7.1
CC(C(=O)Nc1ccc(F)c(F)c1)N(c1ccc(Cl)cc1)S(C)(=O)=O (stereo unspecified)
→ 3.0, 5.5
Cc1cccc(NC(=O)CSc2nc3ccccc3c(=O)n2C)c1C
→ -0.3, 17.2
O=C(C[C@H]1CC[C@@H](NC(=O)c2ccc3c(c2)OCO3)[C@H](CO)O1)NCc1ccc(Oc2ccccc2)cc1
→ 0.0, 4.6
CC(C)CC#Cc1cnc2c(c1)C(=O)N([C@H](C)CO)C[C@@H](C)[C@H](CN(C)C(=O)c1cccc(F)c1)O2
→ -2.2, -6.6

# Next part:
# Each structure is followed by: IDH1 mut inh, EZH2 inh
C[C@@H]1CN([C@H](C)CO)C(=O)c2cc(NS(=O)(=O)c3ccccc3)ccc2O[C@@H](C)CCCCO[C@H]1CN(C)Cc1ccc(C(=O)O)cc1
→ -0.2, .
O=C(C[C@@H]1CC[C@H](NC(=O)Nc2ccc(F)cc2)[C@H](CO)O1)NCCN1CCCC1
→ -0.3, -0.5
CN(C)C(=O)C[C@@H]1C=C[C@H](NC(=O)C2CCC2)[C@H](CO)O1
→ 0.2, -1.1
C/C=C/c1cnc2c(c1)C(=O)N([C@H](C)CO)C[C@@H](C)[C@@H](CN(C)C(=O)Nc1c(C)noc1C)O2
→ -2.4, -5.7
C[C@H]1CN([C@@H](C)CO)C(=O)Cc2cc(NS(=O)(=O)c3ccccc3)ccc2O[C@H]1CN(C)C(=O)Nc1ccc(C(F)(F)F)cc1
→ 0.3, .
CC(C)NC(=O)Nc1ccc2c(c1)C(=O)N([C@H](C)CO)C[C@H](C)[C@H](CN(C)Cc1ccc(-c3ccccc3)cc1)O2
→ ., 6.6
CC(C)NC(=O)Nc1ccc2c(c1)C(=O)N([C@@H](C)CO)C[C@@H](C)[C@@H](CN(C)S(=O)(=O)c1ccc(Cl)cc1)O2
→ 1.3, 2.9
C#Cc1ccc([C@H]2C=C(C(=O)OCC=C)O[C@@H](OCC)[C@@H]2CCCO)cc1
→ ., 16.7
Cc1ccc(S(=O)(=O)Nc2ccc3c(c2)C(=O)N([C@H](C)CO)C[C@@H](C)[C@H](CN(C)S(=O)(=O)c2cn(C)cn2)O3)cc1
→ -0.8, .
CC(=O)c1cccc(NC(=O)CN(c2ccc(F)c(Cl)c2)S(C)(=O)=O)c1
→ -0.1, -1.0
C[C@@H]1CN([C@@H](C)CO)C(=O)c2cccc(NC(=O)Nc3ccccc3)c2O[C@H]1CN(C)Cc1ccncc1
→ 8.0, 2.3
O=C(C[C@H]1C[C@@H]2c3cc(NC(=O)c4ccc5c(c4)OCO5)ccc3O[C@@H]2[C@@H](CO)O1)NCc1cccc(F)c1
→ 0.9, 9.1
C[C@@H]1CN([C@H](C)CO)C(=O)c2cc(-c3ccncc3)cnc2O[C@H]1CN(C)C(=O)NC1CCCC1
→ 3.3, 4.7
C[C@H](CO)N1C[C@H](C)[C@H](CN(C)S(C)(=O)=O)Oc2cc(-c3ccc(F)cc3)ccc2S1(=O)=O
→ -2.2, -7.1
CC(C)NC(=O)Nc1ccc2c(c1)C(=O)N([C@@H](C)CO)C[C@H](C)[C@@H](CN(C)Cc1ccc(Cl)c(Cl)c1)OCCCC[C@@H](C)O2
→ 3.9, .
CCC(=O)N(C)C[C@H]1Oc2cc(/C=C/c3ccccc3)ccc2S(=O)(=O)N([C@H](C)CO)C[C@@H]1C
→ -0.1, -9.3
CCCNC(=O)N(C)C[C@@H]1Oc2cc(C#CCOC)ccc2S(=O)(=O)N([C@H](C)CO)C[C@@H]1C
→ 0.4, -16.2
O=C(C[C@@H]1C[C@@H]2c3cc(NC(=O)c4ccc5c(c4)OCO5)ccc3O[C@@H]2[C@@H](CO)O1)NCCc1ccccc1
→ -0.3, 5.7
COc1ccc(NC(=O)N(C)C[C@@H]2Oc3ccc(NS(=O)(=O)c4ccccc4)cc3CC(=O)N([C@H](C)CO)C[C@@H]2C)cc1
→ 0.9, .
CCCC(=O)Nc1ccc2c(c1)OC[C@@H](C)N(CC1CCCC1)C[C@@H](C)[C@@H](OC)CN(C)C2=O
→ 0.3, 0.5
COCC(=O)N(C)C[C@@H]1Oc2ncc(-c3ccc(F)cc3)cc2C(=O)N([C@H](C)CO)C[C@@H]1C
→ -0.8, 0.4
C[C@@H]1CCCCO[C@H](CN(C)C(=O)Nc2ccccc2)[C@@H](C)CN([C@@H](C)CO)C(=O)c2cc(NS(C)(=O)=O)ccc2O1
→ -0.6, .
CNC[C@H]1Oc2ccc(NC(=O)CCC(F)(F)F)cc2CC(=O)N([C@@H](C)CO)C[C@H]1C
→ 2.3, -5.4
CO[C@H]1CN(C)C(=O)c2ccc(NS(=O)(=O)c3ccccc3C)cc2OC[C@@H](C)N(S(C)(=O)=O)C[C@@H]1C
→ 0.0, 3.2
COC(=O)c1c(NC(=O)C(C)Oc2ccccc2F)sc2c1CCC2 (stereo unspecified)
→ -0.2, 23.1
Cc1noc(C)c1NC(=O)Nc1cccc2c1O[C@H](CN(C)S(=O)(=O)c1ccccc1)[C@@H](C)CN([C@H](C)CO)C2=O
→ -0.7, .
Cc1cc(Br)ccc1NC(=O)CCN1C(=O)c2ccccc2S1(=O)=O
→ 0.0, -1.0
C[C@H]1CN([C@@H](C)CO)C(=O)Cc2cc(NC(=O)Nc3ccccc3)ccc2O[C@@H]1CN(C)C(=O)Nc1ccc(C(F)(F)F)cc1
→ 2.3, .
CO[C@H]1CN(C)C(=O)c2cc(NC(=O)C3CCCC3)ccc2OC[C@@H](C)NC[C@@H]1C
→ -0.1, 5.1
Cc1ccccc1-c1cnc2c(c1)C(=O)N([C@H](C)CO)C[C@@H](C)[C@@H](CN(C)C(=O)c1ccccc1)O2
→ -0.7, .
C[C@H]1CN([C@@H](C)CO)C(=O)Cc2cc(NC(=O)Nc3ccc4c(c3)OCO4)ccc2O[C@@H]1CN(C)Cc1ccc(Cl)c(Cl)c1
→ 0.8, .
C[C@H]1CN([C@@H](C)CO)C(=O)Cc2cc(NS(=O)(=O)c3cn(C)cn3)ccc2O[C@H]1CN(C)C(=O)Nc1ccc2c(c1)OCO2
→ 1.2, .
CC(C)OC(=O)N(C)C[C@H]1OCc2ccccc2-c2c(n(C)c3ccccc23)C(=O)N([C@H](C)CO)C[C@@H]1C
→ ., -36.1
CCCC#Cc1ccc2c(c1)O[C@H](CN(C)C(=O)NCCC)[C@@H](C)CN([C@@H](C)CO)S2(=O)=O
→ -0.1, .
C[C@@H]1CN([C@H](C)CO)C(=O)c2cc(NC(=O)CCC(F)(F)F)ccc2O[C@@H](C)CCCCO[C@@H]1CN(C)C(=O)c1ccccc1
→ -2.3, .
C[C@@H]1CCCCO[C@H](CN(C)C(=O)Nc2ccc3c(c2)OCO3)[C@H](C)CN([C@@H](C)CO)C(=O)c2cc(NS(=O)(=O)c3cccs3)ccc2O1
→ 1.5, .
CCOc1ccc(-n2c(SCC(=O)N3CCOCC3)nnc2-c2ccncc2)cc1
→ -0.1, -21.8
C[C@@H]1CN([C@H](C)CO)C(=O)c2cccc(NC(=O)C3CC3)c2O[C@H]1CN(C)C(=O)Nc1ccc(C(F)(F)F)cc1
→ 1.1, .
O=C(CSc1nc2c(c(=O)n1Cc1ccco1)C1(CCCC1)Cc1ccccc1-2)c1cccs1
→ 1.6, 9.5
CNC[C@H]1Oc2c(N)cccc2C(=O)N([C@@H](C)CO)C[C@H]1C
→ 6.1, 5.9
COc1ccc(S(=O)(=O)N(CC(N)=O)c2ccc(F)cc2)cc1
→ -0.3, -13.5
Cc1noc(C)c1NC(=O)N(C)C[C@@H]1Oc2ccc(NC(=O)Nc3cccc4ccccc34)cc2C(=O)N([C@H](C)CO)C[C@H]1C
→ -15.5, .
CO[C@@H](CN(C)C(=O)c1cnccn1)[C@H](C)CN([C@@H](C)CO)S(=O)(=O)c1ccc(Cl)cc1
→ -0.1, 0.9
C[C@@H]1CCCCO[C@@H](CN(C)C)[C@@H](C)CN([C@H](C)CO)C(=O)c2cc(NC(=O)Nc3ccc(C(F)(F)F)cc3)ccc2O1
→ 1.2, -12.6
COc1ccc(CN(C)C[C@H]2Oc3c(NS(C)(=O)=O)cccc3C(=O)N([C@H](C)CO)C[C@H]2C)cc1
→ 1.2, -8.2
O=C(N[C@H]1CC[C@H](CCNS(=O)(=O)c2ccc(F)cc2)O[C@H]1CO)C1CCCC1
→ -0.2, -3.3
C[C@@H]1CN([C@@H](C)CO)C(=O)c2cc(NS(=O)(=O)c3ccccc3)ccc2O[C@@H]1CN(C)Cc1ccc(-c2ccccc2)cc1
→ 0.0, .
CO[C@H]1CN(C)C(=O)c2cc(NS(C)(=O)=O)ccc2OC[C@H](C)N(C(=O)c2ccc3c(c2)OCO3)C[C@@H]1C
→ 0.1, 10.4

# Some of the compounds tested; rates above refer to the full screens.
